Screens as filed in PubChem.
FBPA coupling cs: inhibits coupling enzyme system, counter-screen for aldolase hits. AID 2472. hit rate 0.67% among 290,000. activity change, negative = inhibition, % at 58.2 µM, hits read low. coupling enzyme system counterscreen, AmpLite Red fluorescence; in the data active means activity change below about -30%; further: on the % scale 0 is the no-effect control and ±100 the full control effect
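Final compound at 57.5 uM, incubated 10 min at RT with coupling enzyme reagent (glyceraldehyde-3-phosphate), then 20 min with substrate and AmpLite Red detection. Fluorescence read at 525/598 nm; tests interference with the coupling assay, not aldolase inhibition.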
Giardia killer: Giardia lamblia killing. Giardia lamblia trophozoite viability. activity change, % at 7.66 µM, hits read low. hit rate 0.15% among 340,000. AID 540267; in the data active means activity change below about -80%; inconclusive means between about -30% and that limit;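 further: parasites exposed to compound for two days anaerobically before the ATP read; on the % scale 0 is the no-effect control and ±100 the full control effect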
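ATP-content bioluminescence gauges trophozoite survival. Cells (100/well) receive compound and incubate anaerobically for 48 hrs at 37 deg C; detection reagent follows for 15-30 min at room temperature.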
B2AR arrestin: agonists driving beta-arrestin recruitment to human beta2-adrenergic receptor. hit rate 0.02% among 330,000. P07550. beta-arrestin recruitment to beta2AR, cell-based reporter. Potency, µM (series often up to 46.1 µM), for the others: at the top dose activation, actives largely listed as activators;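 further: potency means the concentration at half of the fitted maximal effect; 0% = DMSO controls and full agonism = EC100 isoproterenol or metaproterenol; nearly all actives have a fitted effect of over 65% in size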
GALK inhibitor: inhibitors of human galactokinase | P51570 | Purified GALK, Kinase-Glo residual ATP luminescence | Potency, µM (series often up to 57.5 µM), without a hit: top-dose activity change, negative = inhibition, actives largely listed as inhibitors | hit rate 0.007% among 270,000; further: potency means the concentration at half of the fitted maximal effect; on the % scale 0 is the no-effect control and ±100 the full control effect
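Quantitative HTS: GALK 5 nM, ATP 35 uM, galactose 100 uM, 1 h room temperature, then luciferase-based ATP detection.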
ASM inhibitor: blocks human secretory acid sphingomyelinase | hit rate 0.006% among 340,000 | Potency, µM (series often up to 57.5 µM), for the others: at the highest dose activity change, negative = inhibition, usual class: inhibitors | placental ASM, HMU-PC fluorogenic substrate, 60 min; further: potency means the concentration at half of the fitted maximal effect
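Fluorogenic HMU-PC substrate (9 uM final) is turned over by placental ASM in 60 min at 37 C after a 10 min compound preincubation. Reaction ended by alkaline stop (pH 10), with fluorescence read at 386/447 nm.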
TSG101-PTAP inh: blocks PTAP/TSG101 interaction to inhibit HIV-1 budding; 340,000 tested, under 10 active; Fluorescence polarization, FITC-PTAP peptide / Tsg101 binding; Potency, µM (top dose mostly 115 µM), for the others: top-dose activity change, negative = inhibition, usual class: inhibitors; Q99816; AID 493005; active means well fitted inhibition curve with a large enough effect in the main read-out, with a control signal flat, not every such curve was filed as active; inconclusive means small, poorly fitted or top-dose-only effect, or effect the other way, or a change in a side signal; inactive means no such curve, though single readings can be large or run the other way; further: potency means the concentration at half of the fitted maximal effect; % of control where 0% means no effect
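Compounds were pin-transferred onto Tsg101 binding domain (10 uM final) in HEPES pH 7.5 buffer, then FITC-PTAP peptide was added at 50 nM final. After 20 min at RT, polarization reported peptide displacement across a qHTS concentration series.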
Menin-MLL TR inh: inhibitors of human menin-MLL interaction, mutant MLL peptide | Menin + Texas Red MLL mutant peptide, fluorescence polarization | Potency, µM (highest dose often 61.6 µM), without a hit: top-dose FP activity change, negative = inhibition, usual class: inhibitors | hit rate 0.23% among 270,000; active means well fitted inhibition curve with a large enough effect in the polarisation, with a control signal flat, not every such curve was filed as active; inconclusive means small, poorly fitted or top-dose-only effect, or effect the other way, or a change in a side signal; inactive means no such curve, though single readings can be large or run the other way; the % refers to the polarisation; further: potency means the concentration at half of the fitted maximal effect; % of control where 0% means no effect; many of its hits are not listed in these tables
Target sequence (O00255 whole entry, looked up): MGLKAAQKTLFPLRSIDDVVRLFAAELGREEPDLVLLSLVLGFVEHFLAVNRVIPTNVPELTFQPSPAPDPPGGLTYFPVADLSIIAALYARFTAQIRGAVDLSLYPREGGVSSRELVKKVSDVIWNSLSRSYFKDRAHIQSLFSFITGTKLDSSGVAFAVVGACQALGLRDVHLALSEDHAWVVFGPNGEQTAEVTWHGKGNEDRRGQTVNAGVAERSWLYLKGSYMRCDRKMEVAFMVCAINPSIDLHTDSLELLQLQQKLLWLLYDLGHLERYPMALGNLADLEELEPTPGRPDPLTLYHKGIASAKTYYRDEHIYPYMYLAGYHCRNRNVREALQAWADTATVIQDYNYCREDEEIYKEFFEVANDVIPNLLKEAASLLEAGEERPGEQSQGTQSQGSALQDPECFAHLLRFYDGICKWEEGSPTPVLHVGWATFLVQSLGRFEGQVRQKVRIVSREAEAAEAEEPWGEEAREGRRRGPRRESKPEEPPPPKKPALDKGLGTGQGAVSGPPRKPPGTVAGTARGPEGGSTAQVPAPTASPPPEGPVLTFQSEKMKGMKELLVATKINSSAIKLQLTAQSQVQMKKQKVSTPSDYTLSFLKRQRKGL
BCR signal inh: blocks chronic active B-cell receptor signaling | ABC-DLBCL IkBa-CBG/CBR reporter, luminescence ratio, 4 h | Potency, µM (doses to about 46.1 µM), for inactives: at the top dose ratio change, negative = lower green/red ratio, most hits filed as inhibitors | hit rate 0.05% among 340,000 | AID 493014; active means well fitted inhibition curve with a large enough effect in the signal ratio, with a control signal flat, not every such curve was filed as active; inconclusive means small, poorly fitted or top-dose-only effect, or effect the other way, or a change in a side signal; the % refers to the signal ratio;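 further: potency means the concentration at half of the fitted maximal effect; plate controls were basal doxycycline-induced cells for no effect and cells given 10 µM MG132 for full effect; MG132 reads +100%, hits lower the ratio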
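Concentration-response series (up to 46 uM) were applied to TMD8 dual-reporter cells for 4 h at 37C with doxycycline. Green/red ratio, after filter-overlap correction, defined %Activity; red signal alone was normalised to basal cells and zero luminescence.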
PKM2 activator: increases activity of human pyruvate kinase M2; P14618; purified PKM2, Kinase-Glo ATP luminescence, activation; response scale: 0% is enzyme alone, no compound; Potency, µM (highest dose often 57.5 µM), for inactives: top-dose activation, most hits filed as activators; hit rate 0.34% among 260,000; AID 1631; further: potency means the concentration at half of the fitted maximal effect; on the % scale 0 is the no-effect control and ±100 the full control effect; nearly all actives have a fitted effect of over 55% in size
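Kinase-Glo luminescence reports ATP generated from ADP (0.1 mM) and PEP (0.5 mM) by purified hPK-M2 after 1 h at room temperature, pH 7.2 imidazole buffer; intermediate enzyme activity allows detecting inhibitors and activators.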
a7 integrin act: integrin-mediated muscular dystrophy alleviation activation | alpha7betagal myoblasts, beta-gal FDG fluorescence, 48 h | hit rate 0.064% among 350,000 | Potency, µM (doses to about 38.3 µM), for inactives: top-dose activation, hits mostly activators | AID 624291;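 further: potency means the concentration at half of the fitted maximal effect; 100% = response of the positive control SU9516; nearly all actives have a fitted effect of over 60% in size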
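alpha7betagal+/- myoblasts (passage 13, 250/well) treated 48 h at 37C with compounds at 1:260 dilution of DMSO stock. Lysed, then beta-galactosidase activity read as FDG fluorescence (ex 480/em 540) after 30 min, with pre-read for autofluorescence.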
Tb PFK block: T. brucei PFK enzyme inhibition; hit rate 0.17% among 330,000; Potency, µM (doses to about 57.5 µM), for the others: at the highest dose activity, negative = inhibition, actives largely listed as inhibitors; AID 485367; T. brucei PFK, ADP-Glo luminescence;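 further: potency means the concentration at half of the fitted maximal effect; 0% = uninhibited 1x PFK enzyme wells and -100% = no-enzyme wells; nearly all actives have a fitted effect of over 60% in size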
Target sequence (O15648 whole entry, looked up): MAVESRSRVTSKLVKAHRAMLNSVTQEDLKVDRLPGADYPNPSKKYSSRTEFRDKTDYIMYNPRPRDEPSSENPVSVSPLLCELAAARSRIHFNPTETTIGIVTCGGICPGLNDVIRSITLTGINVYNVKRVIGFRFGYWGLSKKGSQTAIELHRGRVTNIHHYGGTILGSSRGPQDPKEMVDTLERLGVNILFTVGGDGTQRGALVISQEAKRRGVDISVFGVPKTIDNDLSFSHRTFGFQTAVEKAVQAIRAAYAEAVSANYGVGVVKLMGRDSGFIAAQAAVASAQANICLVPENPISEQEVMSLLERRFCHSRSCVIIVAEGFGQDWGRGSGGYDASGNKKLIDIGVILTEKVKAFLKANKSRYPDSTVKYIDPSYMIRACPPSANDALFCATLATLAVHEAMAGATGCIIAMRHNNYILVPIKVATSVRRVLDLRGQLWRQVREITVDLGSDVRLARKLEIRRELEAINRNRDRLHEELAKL
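In TEA buffer at pH 8.0 with 5 mM MgCl2, enzyme (1.25 nM) converted F6P (0.5 mM) and ATP (0.1 mM) for 45 min at room temperature. ADP product was read by luciferase luminescence.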
* marks the source's active call; other numbers are inactive results; i = inactive; ? = inconclusive; nt = no result given; & = joins results of further samples; [ ] = dose if it differs, or a comment. Unless noted, the call rests on the fitted dose curve; in most records, active means well fitted curve in the direction sought with a large enough effect; inconclusive means small, poorly fitted or top-dose-only effect, or another doubt; inactive means no such curve, though single readings can be large; an effect the other way counts as inactive or inconclusive. This is a subset; rates above refer to the full screens.

SMILES | FBPA coupling cs | Giardia killer | B2AR arrestin | GALK inhibitor | ASM inhibitor | TSG101-PTAP inh | Menin-MLL TR inh | BCR signal inh | PKM2 activator | a7 integrin act | Tb PFK block
Cc1cccc(N2C(=O)CC(N3CCN(Cc4ccc(Cl)cc4)CC3)C2=O)c1 (centres undefined) | 2 | -5 | -0.1% | 0% | 1% | -1% | 5% | 1% | 7% | -21% | 2%
CC(NC(=O)COC(=O)C12CC3CC(CC(Br)(C3)C1)C2)c1ccccc1 (centres undefined) | nt | 1 | -1.1% | nt | 0% | -4% | nt | ? | nt | -23% | -1%
Cc1ccccc1OCCOC(=O)c1ccc(S(=O)(=O)N2CCCC2)cc1 | nt | -26 | 0.1% | nt | -6% | -5% | nt | 1% | nt | -8% | 0%
Cc1ccccc1NC(=S)N(CCN(C)C)C(C)c1ccccn1 (centres undefined) | 4 | 8 | -0.8% | 1% | 0% | -4% | 4% | -1% | 6% | 6% | -9%
CCc1c(C(C)S(=O)(=O)c2ccccc2)[nH]c(=O)n1CC (centres undefined) | 0 | 3 | -0.2% | 3% | 4% | -3% | -7% | -2% | -20% | 4% | 3%
CC1CCN(S(=O)(=O)c2ccc(S(=O)(=O)N3CCCC3)cc2)CC1 | 1 | -15 | 3.5% | 0% | 4% | -3% | 34%[activator] | -5% | 3% | 8.9µM* | -5%
CC(C)NC(=O)NC(=O)COC(=O)Cc1ccsc1 | 0 | -4 | 0.0% | 6% | -3% | 1% | 0% | 3% | 3% | 30% | -1%
CSc1ccc(C(=O)N2CCc3ccc(NC(=O)c4ccccn4)cc3C2)cc1 | nt | 8 | -2.0% | -9% | -5% | -6% | nt | ? | -4% | -42% | -5%
CCOC(=O)C1CCN(C(=O)CSc2ccccc2)CC1 | 1 | 6 | -0.2% | 0% | 3% | -5% | 13% | 17% | 9% | -9% | 5%
CC1CCCC/C1=N\NC(=S)Nc1cccnc1 (centres undefined) | -5 | 14 | -0.3% | 1% | 1% | -5% | 5% | 9% | 0% | -6% | 0%
CC(C)n1cc(CN2CCC(n3nccc3NC(=O)CCCc3ccccc3)CC2)cn1 | nt | -7 | -0.1% | -4% | 3% | nt | nt | 6% | -1% | -2% | 0%
O=C(COC(=O)C1CC2CCCC(C1)C2=O)Nc1nc(-c2ccc(F)c(F)c2)cs1 (centres undefined) | nt | 4 | 0.1% | nt | -5% | -2% | nt | 1% | nt | -19% | -1%
COC(=O)c1sc(S(=O)(=O)NCC(=O)O)c(C(=O)OC)c1C | 0 | -24 | 0.3% | 4% | -1% | -5% | 3% | 0% | 0% | -2% | -1%
CCN(CC)S(=O)(=O)c1cccc(C(=O)N[C@H](C(=O)NNC(=O)c2ccccc2)C(C)C)c1 | -20 | -12 | -1.1% | 1% | 0% | -3% | nt | 1% | 1% | 3% | 2%
CCc1cc(=O)oc2c3c(cc(OCC(=O)Nc4cccnc4)c12)OC(C)(C)CC3 | 1 | -6 | -0.7% | nt | 12% | -1% | 10% | 3% | 0% | -10% | 0%
CCCCCOC(=O)C1=C(C)NC(=O)NC1c1ccccc1OCC (centres undefined) | -1 | -1 | -0.1% | -2% | -2% | -5% | 5% | -1% | -11% | -33% | 0%
O=C(NCCCNC(=O)c1ccc(Cl)cc1Cl)c1ccccn1 | 0 | 0 | -0.3% | -1% | 5% | -10% | 2% | 3% | nt | -16% | 2%
COc1ccc(-c2cc3nc(-c4ccccc4)cc(N4CCC5(CC4)OCCO5)n3n2)cc1 | -6 | -2 | -1.4% | 1% | i | 0% | -4% | -2% | -16% | -21% | 4%
FC(F)(F)c1ccc(-c2n[nH]c(=S)o2)nc1 | 5 | -6 | 0.1% | nt | 2% | -6% | nt | 12% | 1% | ? | 3%
Cc1oc(-c2ccccc2F)nc1CS(=O)(=O)CC(=O)NC1CCCC(C)C1C (centres undefined) | nt | 14 | -0.9% | -3% | -5% | -3% | nt | 0% | nt | 0% | -1%
CCC(=O)Nc1ccc(NC(=O)CN2CCCC(C)C2)c(Cl)c1 (centres undefined) | 10 | -11 | 0.1% | 1% | 7% | -9% | 1% | 0% | -3% | 12% | 2%
Cc1cccc(OCc2occc2C(=O)Nc2cccc(-n3cnnn3)c2)c1 | nt | 6 | -0.5% | 1% | -18% | -2% | nt | 1% | nt | ? | 3%
CC(C)(C)NC(=O)C(c1ccccc1)N(C(=O)CNC(=O)c1cccs1)c1cccnc1 (centres undefined) | 0 | -3 | 3.1% | -3% | -2% | -12% | 5% | 7% | nt | -17% | 1%
Cc1sc2nc(CC(=O)N3CCCC3)[nH]c(=O)c2c1C | -2 | 18 | 0.0% | 13% | 3% | 0% | 3% | 1% | -8% | -7% | -1%
CCc1cccc2c(C(=O)CCl)c[nH]c12 | 2 | -9 | -1.0% | 0% | 0% | -3% | 16% | ? | 0% | -65%[inhibitor] | 4%
Additional entries
SMILES | FBPA coupling cs | Giardia killer | B2AR arrestin | GALK inhibitor | ASM inhibitor | TSG101-PTAP inh | Menin-MLL TR inh | BCR signal inh | PKM2 activator | a7 integrin act | Tb PFK block
COc1ccccc1S(=O)(=O)Nc1cccc(S(=O)(=O)N2CCCC2)c1 | nt | 1 | -0.3% | nt | 3% | -3% | nt | 6% | nt | 8% | 10%
CCc1cccc(C)c1NC(=O)COC(=O)CC1CCCC1 | nt | -4 | -0.1% | nt | 4% | -2% | nt | 0% | nt | ? | -6%
C=CCn1c(SCC(=O)Nc2ncc(Cc3cc(Cl)ccc3Cl)s2)nnc1-c1ccncc1 | 3 | -18 | 0.1% | 1% | 0% | 0% | -15% | 0% | -1% | ? | 1%
O=C(c1ccncc1)N1CCN(C(=O)c2cccc3ccccc23)CC1 | -8 | 7 | -0.1% | -2% | 2% | -3% | -4% | ? | 0% | 23% | 2%
Cc1cccc(C)c1NC(=O)COC(=O)c1ccccc1O | 1 | -13 | -0.4% | 0% | 0% | 0% | -6% | 0% | 2% | 20% | 12%
C=C(C)Cn1c(Sc2nc3ccccc3[nH]2)nc2c1c(=O)[nH]c(=O)n2C | 2 | 12 | 0.2% | 0% | 1% | -7% | 3% | ? | 0% | -19% | 2%
Cc1ccc(SCCOCCN2CCc3ccccc3C2)cc1 | 0 | ? | 0.0% | 1% | -1% | -7% | -1% | 3% | 1% | -22% | 0%
Cc1ccc(S(=O)(=O)CCC(=O)OCc2nnc(-c3ccccc3)o2)cc1 | nt | 7 | 3.3% | nt | 0% | -3% | nt | 7% | nt | -15% | -1%
COc1cccc2c(=O)c3ccccc3oc12 | 3&3 | 8 | -0.2%&-0.2% | -1%&-1% | 28% | -4% | -3%&-8% | ? | -7%&12% | 0% | 0%&2%
O=c1[nH]c(CN(CCO)CCO)nc2c1C1(CCCCC1)Cc1ccccc1-2 | -6 | 8 | -0.3% | 3% | -1% | -10% | 0% | 5% | -8% | 10% | 5%
CC(=O)c1c(N2CCN(C)CC2)nc(=S)n(-c2cc(C)ccc2C)c1C | -2 | -12 | 0.0% | 9% | 8% | -2% | -14% | ? | -22% | 20% | -1%
CSc1ccccc1OCc1cc(C(=O)NCCC2CCCCO2)no1 (centres undefined) | nt | -3 | -0.1% | -2% | 0% | 2% | nt | ? | nt | 0% | 2%
CCN(CC)C(=O)COc1ccc(/C(C)=N/Nc2ncc(Cl)cc2Cl)cc1 | 10 | -4 | -0.6% | 0% | -1% | -3% | nt | ? | 17% | 14% | -10%
Nc1c(Cl)cc(C2=NCCn3c2c2ccc(C(F)(F)F)cc2[n+]3[O-])cc1Cl | nt | -94* | 7.2% | nt | -10% | -11% | nt | ? | nt | 0% | 16%
CCc1ccc(C(C(=O)NC(C)(C)CC)N(Cc2ccco2)C(=O)Cn2nnc3ccccc32)cc1 (centres undefined) | -1 | -11 | 0.1% | 0% | -5% | 1% | -17% | 3% | -17% | -22% | -5%
CCC(C)c1ccccc1NC(=O)CN(CC)CC(=O)Nc1ccc2c(c1)OCCO2 (centres undefined) | nt | 0 | -1.0% | nt | 0% | 0% | nt | -6% | nt | -4% | 10%
CCC(=O)N1CCc2cc(Br)cc(S(=O)(=O)N(C)c3ccc(OC)cc3OC)c21 | -6 | 7 | -0.1% | 8% | -4% | -4% | 19% | 14% | 14% | 17% | -4%
CC1=NN(C(=O)Cn2nc([N+](=O)[O-])c(Br)c2C)C(O)(C(F)(F)F)C1 (centres undefined) | -2 | ? | -0.2% | 1% | 6% | -3% | -16% | 3% | 0% | 0% | -3%
CC(C)(C)C1CCC(=O)N(CCSc2ccccc2)CC1 (centres undefined) | -1 | -15 | -0.7% | nt | 0% | -1% | -22% | ? | 0% | 3% | 1%
